zVAD death inh: inhibitors of zVAD-triggered necroptosis, primary screen, L929 cells; L929 zVAD necroptosis rescue, ATP luminescence, 24 h; with zVAD 60 µM; viability rescue, % at 10 µM; 220,000 tested, 0.38% active;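 active = activation, scaled between plate controls, above about 75%, limit read from the data; inactive = activation under that limit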;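 also: 0% = zVAD with DMSO and 100% = DMSO alone without zVAD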
Hck Nef HTS: inhibitors of Nef-activated human Hck kinase, primary screen, biochemical, Z-Lyte FRET, 384-well, Hck-YEEI. inhibition, % at 20 µM. 220,000 tested, 0.68% active. Recombinant Hck-YEEI plus Nef, Z-Lyte FRET kinase assay;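 active = Hck-Nef kinase inhibition above about 50%, limit read from the data; inactive = inhibition below that limit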;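 also: 0% = DMSO with Hck plus Nef and 100% = Hck alone without Nef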
m-calpain inh: inhibitors of pig calpain II, primary screen, biochemical, fluorogenic peptide substrate, 1536-well. purified calpain II, 30 min. inhibition, % at 16 µM. 220,000 tested, 0.37% active. AID 1236, 2008;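 active = inhibition above about 50%, limit read from the data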
EP2 mod: EP2 receptor modulators, cAMP readout, primary screen, cell-based, HTRF cAMP, PGE2 stimulation. 260,000 tested, 0.83% active. AID 940, 2007. induction, % at 25 µM. EP2-expressing cells, cAMP HTRF FRET, PGE2 co-stimulation;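 active = compounds whose cAMP rise, as percent of the full-agonist control response, exceeds 60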;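 also: rat C6 glioma line stably carrying human EP2 under a CMV promoter; the protocol text gives 20 µM as final concentration; 100% = response of wells given 1 µM PGE2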
Target sequence (P43116 whole entry, looked up): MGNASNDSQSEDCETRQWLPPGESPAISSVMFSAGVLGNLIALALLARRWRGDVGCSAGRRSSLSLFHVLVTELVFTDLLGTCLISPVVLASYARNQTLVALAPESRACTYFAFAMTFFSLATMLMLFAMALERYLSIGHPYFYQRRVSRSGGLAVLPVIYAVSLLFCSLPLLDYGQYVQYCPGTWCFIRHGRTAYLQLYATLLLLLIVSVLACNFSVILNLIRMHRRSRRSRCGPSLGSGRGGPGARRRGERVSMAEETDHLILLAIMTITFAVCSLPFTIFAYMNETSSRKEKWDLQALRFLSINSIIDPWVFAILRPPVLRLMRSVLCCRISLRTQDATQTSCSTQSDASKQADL
eIF4E-4G inh: eIF4E–eIF4G protein interaction inhibitors, primary screen, biochemical, uHTS, TR-FRET, eIF4GI fragment | AID 782, 2007 | 220,000 tested, 0.37% active | TR-FRET eIF4E-eIF4GI(517-606) binding, 2 h | inhibition, % at 21.7 µM;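 active = inhibition above about 30%, limit read from the data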;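 also: 0% = full FRET control wells and 100% = background wells lacking eIF4GI fragment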
14-3-3 Bad inh: inhibitors of 14-3-3 zeta/Bad binding, primary screen, biochemical, TR-FRET, bovine 14-3-3 zeta; TR-FRET 14-3-3zeta/Dy647-pBad peptide displacement, 1 h; AID 781, 2007; 220,000 tested, 0.71% active; 14-3-3 protein zeta/delta (Bos taurus), P63103; inhibition, % at 21.7 µM;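 active = inhibition above about 70%, limit read from the data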;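 also: 0% = full 14-3-3 plus peptide FRET controls and 100% = background without 14-3-3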
Target sequence (P63103 whole entry, looked up): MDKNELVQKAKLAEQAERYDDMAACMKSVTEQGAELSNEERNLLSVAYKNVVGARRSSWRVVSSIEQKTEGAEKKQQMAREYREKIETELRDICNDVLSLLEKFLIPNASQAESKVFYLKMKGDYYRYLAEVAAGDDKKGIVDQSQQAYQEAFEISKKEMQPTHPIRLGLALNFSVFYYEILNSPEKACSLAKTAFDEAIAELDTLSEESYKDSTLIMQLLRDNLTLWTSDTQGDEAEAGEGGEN
Rad51 HR inh: human RAD51 strand exchange inhibitors, primary screen, biochemical, fluorescence; DNA repair protein RAD51 homolog 1 (Homo sapiens), Q06609; hRad51 DNA strand exchange, fluorescence dequenching; inhibition, % at 10 µM; 200,000 tested, 0.085% active;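 active = inhibition above 40% at the single screening dose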;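 also: 0% = DMSO control wells and 100% = blanks with heterologous ssDNA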
Target sequence (Q06609 whole entry, looked up): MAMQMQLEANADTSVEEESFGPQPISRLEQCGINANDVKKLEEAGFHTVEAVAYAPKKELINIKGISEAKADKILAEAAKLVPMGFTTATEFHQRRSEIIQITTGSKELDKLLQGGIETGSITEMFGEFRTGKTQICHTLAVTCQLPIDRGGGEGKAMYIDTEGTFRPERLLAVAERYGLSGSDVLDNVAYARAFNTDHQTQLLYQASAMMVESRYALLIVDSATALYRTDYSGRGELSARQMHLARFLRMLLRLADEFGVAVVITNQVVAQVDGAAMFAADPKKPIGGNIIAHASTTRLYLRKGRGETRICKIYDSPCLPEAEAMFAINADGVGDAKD
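System: human Rad51 nucleoprotein filaments preassembled on unlabelled ssDNA. Reagent: labelled 47-mer dsDNA for strand exchange. Schedule: 30-min compound preincubation and 15-min exchange, both room temperature. Measured by: FRET fluorescence dequenching, excitation 485 nm, emission 520 nm. Read-out: Fluorescence-based percent inhibition, control- and blank-normalised. Benchmarks: plate controls and plate blanks.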
Tb hexokinase: Trypanosoma brucei hexokinase 1 inhibitors, primary screen, biochemical, G6PDH-coupled NADH absorbance, MLSCN library. 220,000 tested, 0.11% active. AID 1430, 2008. recombinant TbHK1, G6PDH-coupled NADH A340. inhibition, % at 10 µM;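 active = inhibition of 50% or more in the single-dose primary screen; inactive = inhibition below 50%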
PGE2 EP2 inh: human EP2 receptor antagonists, primary screen, TR-FRET cAMP, C6 glioma cells; Prostaglandin E2 receptor EP2 subtype (Homo sapiens), P43116; C6 glioma cells expressing human EP2; cells stimulated with saturating PGE2; inhibition, % at 25 µM; 260,000 tested, 0.52% active;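 active = percent inhibition above 40 after rounding to a whole number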;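 also: rat C6 glioma host cells with rolipram phosphodiesterase inhibitor present; the protocol text gives 20 µM as final concentration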
An asterisk follows results filed as active; i = inactive; x = no result given; & = joins results of further samples; [ ] = remark or other dose.

SMILES,zVAD death inh,Hck Nef HTS,m-calpain inh,EP2 mod,eIF4E-4G inh,14-3-3 Bad inh,Rad51 HR inh,Tb hexokinase,PGE2 EP2 inh
NC(=O)c1nsc(C(=O)N(CC(=O)NC2CCCC2)c2cnc3ccccc3c2)c1N,0.3,22,-16,11,-10,1,7,-19,5
CCn1c(=O)c(C(=O)CC#N)c(N)n(Cc2ccccc2)c1=O,0.9,6,-5,15,1,-9,0,-2,14
CCOC(=O)N1CCN(Cc2ccc(O)c3ncccc23)CC1,-2.9,20,8,12&1,1,-19,-6,-8,11&14
COc1cc(/C=N/N2CCOCC2)ccc1OCc1ccc(Cl)cc1,1.6,10,-6,-47,1,-3,-16,-1,4
CCC(C)C1NC(=S)N(Cc2ccccc2)C1=O (stereo not drawn),-0.4,2,-10,31,1,7,3,0,12
CCOC(=O)C1CCN(C(=O)c2cccc(Cl)c2)CC1,-0.1,7,5,9,3,6,x,-1,6
Cc1ccc(Nc2ccc([N+](=O)[O-])nc2[N+](=O)[O-])cc1,0.0,0,3,9,3,10,19,-24,-2
Cc1cc(-c2n[nH]c(=S)n2-c2ccccc2)nn1C,1.0,1,17,24,-1[fluorescence artefact?],6,x,29,11
Cc1cc(C)cc(NC(=O)CSc2ncc(S(=O)(=O)c3ccccc3)c(=O)[nH]2)c1,0.9,4,-8,4,-1,0,10,33,8
O=C(OCCN1C(=O)c2cccc3c(N4CCOCC4)ccc(c23)C1=O)c1ccc(Cl)cc1Cl,0.2,-7,-20,4,23,-18,i,-4,11
Cc1c(NC(=O)c2ccc3ncccc3c2)c(=O)n(-c2ccccc2)n1C,0.1,0,-9,22,1[fluorescence artefact?],6[fluorescence artefact?],2,1,6
CC(=O)c1cc2c(cc1NC(=O)CN1CCCCC1C)OCO2 (stereo not drawn),1.0,2,-26,36&25,6[fluorescence artefact?],58,3,-21,4&10
O=C1C(Cl)=C(N2CCCCC2)C(=O)C(Cl)=C1c1cnc(N2CCCCC2)s1,52,-4,-101,-65,37*[fluorescence artefact?],27,-4,-4,9
CN1C(=O)CSc2ccc(NC(=O)N3CCOCC3)cc21,-0.2,-19,-25,8,2,-6,3,2,7
O=C(CSCc1ccc(Cl)cc1)Nc1cc([N+](=O)[O-])ccc1O,0.5,21,-20,-43,0,-3,x,0,2
CCCCN1C(=O)C(O)=C(C(C)=O)C1c1ccccc1 (stereo not drawn),0.4,1,-43,31,12,14,-6,-28,14
Nc1ccc(C(=O)c2cccs2)cc1,1.1,2,8,1,13,-8,8,-17,3
COc1ccc(Cn2c(-c3ccc(OC)cc3)nc3c(c(=O)c4ccccc4n3C)c2=O)cc1,-0.6,3,-46,16,2,6,-14,-7,9
Cc1ccc2nc(SC(C(=O)c3ccccc3)c3ccccc3)nc(C)c2c1 (stereo not drawn),0.0,0,36,22,0,2,-2,7,4
CCN(CC)C(=O)CSC1=Nc2ccccc2C2=NC(Cc3c[nH]c4ccccc34)C(=O)N12 (stereo not drawn),0.1,-1,1,3,2,-1,-1,-6,3
CC1CCCCC1NC(=O)CN1C(=O)NC(Cc2ccccc2)(Cc2ccccc2)C1=O (stereo not drawn),-0.5,1,-1,25,22,-19[fluorescence artefact?],x,-1,x
CCn1c2ccccc2c2nn(C)c(=N)nc21,0.0,1,0,-13,-3,-1[fluorescence artefact?],1,-11,11
CC(C)c1nc2oc3c(N(C)CCO)ncnc3c2c2c1CCC2,1.1,8,-24,7,1,-1,13,-18,7
CCCOC(=O)NC1CCS(=O)(=O)C1 (stereo not drawn),0.3,-1,9,21,11,-14,0,0,9
Cc1ccc(C(C)C)cc1S(=O)(=O)NCc1cccnc1,-0.1,1,26,21,-5,-5,0,3,4
CC(=O)NCCn1c(SCC(=O)NCc2ccco2)nc2ccccc2c1=O,0.5,-1,-4,-18,2,4,-5,16,2
O=c1nc2scc(-c3ccccc3)n2c2ccccc12,-0.3,0,-56,22,0,-6,3,-1,6
CCOc1ccc(N/C=C/C(=O)c2ccc3ccccc3c2)c([N+](=O)[O-])c1,0.3,0,-2,8,-4,3,-1,-8,9
COc1cccc(CN(C)CC(=O)NC(=O)NCc2ccco2)c1,0.2,1,-302,7,-10[fluorescence artefact?],2,-10,3,3
COc1ccc(OCC(=O)N2CCN(C(=O)COc3ccccc3)CC2)cc1,0.4,9,-2,22,5[fluorescence artefact?],8[fluorescence artefact?],-4,8,7
CC(C)NC(=O)c1ccc(CNC(=O)OCC(F)(F)F)cc1,0.1,0,-6,-6,-2,24[fluorescence artefact?],-3,0,14
Cc1cccc(C2Nc3ccccc3C(=O)N2CCc2ccccc2)n1 (stereo not drawn),0.4,5,i,37,1,-6[fluorescence artefact?],-3,2,4
CSCC(=O)NS(=O)(=O)c1ccc(C)cc1,-0.5,-8,18,16,1,18,6,9,7
COc1ccc(-c2noc(COc3ccc(Cl)c(C)c3)n2)cc1,0.9,17,-9,8,1[fluorescence artefact?],3[fluorescence artefact?],5,-10,13
CCOc1cc(C=C2C(=O)c3ccccc3C2=O)ccc1OCC(=O)Nc1ccc(C)cc1,0.5,46,-68,5,2,29[fluorescence artefact?],-16,3,11
Cc1ccnc2nc(C(=O)OCC(=O)c3c[nH]c4ccccc34)nn12,0.0,0,-14,-5,6,-2,-10,-4,9
COC(=O)c1c(NC(=O)CN2C(=O)NC3(CCC(C(C)(C)C)CC3)C2=O)sc2c1CCCCC2 (stereo not drawn),38,3,-81,28,4,0[fluorescence artefact?],5,-8,11
Cc1ccc(-c2cc(C(F)(F)F)n3ncc(C(=O)N4CCCCC4c4cccnc4)c3n2)cc1 (stereo not drawn),-1.4,26,-112,0,6,1,-48,-3,5
CC1CCCC(C)N1C(=O)CSc1nnc(-c2c[nH]c3ccccc23)o1 (stereo not drawn),4.1,0,-49,-15,-2,2,4,1,5
Cc1ccc(NC(=O)CSc2nccn2C)cc1S(=O)(=O)N1CCOCC1,0.7,5,38,-1,-5,-12,6,29,7

Six compounds already listed, arranged by molar mass, highest first:
SMILES,zVAD death inh,Hck Nef HTS,m-calpain inh,EP2 mod,eIF4E-4G inh,14-3-3 Bad inh,Rad51 HR inh,Tb hexokinase,PGE2 EP2 inh
CC(=O)NCCn1c(SCC(=O)NCc2ccco2)nc2ccccc2c1=O,0.5,-1,-4,-18,2,4,-5,16,2
CCOc1ccc(N/C=C/C(=O)c2ccc3ccccc3c2)c([N+](=O)[O-])c1,0.3,0,-2,8,-4,3,-1,-8,9
Cc1cccc(C2Nc3ccccc3C(=O)N2CCc2ccccc2)n1 (stereo not drawn),0.4,5,i,37,1,-6[fluorescence artefact?],-3,2,4
CC(C)c1nc2oc3c(N(C)CCO)ncnc3c2c2c1CCC2,1.1,8,-24,7,1,-1,13,-18,7
Cc1ccc(C(C)C)cc1S(=O)(=O)NCc1cccnc1,-0.1,1,26,21,-5,-5,0,3,4
CSCC(=O)NS(=O)(=O)c1ccc(C)cc1,-0.5,-8,18,16,1,18,6,9,7

Next section.
Field names: A = zVAD death inh; B = Hck Nef HTS; C = m-calpain inh; D = EP2 mod; E = eIF4E-4G inh; F = 14-3-3 Bad inh; G = Rad51 HR inh; H = Tb hexokinase; I = PGE2 EP2 inh
> CCOc1cc(Br)c(C(=O)O)cc1OCC
  A = -0.1; B = -1; C = 1; D = 1; E = -3; F = 2; G = 2; H = 1; I = 10
> COc1cccc(C(=O)Nc2cccc(C(C)=O)c2)c1
  A = 0.2; B = 7; C = 23; D = -30; E = 22; F = 12; G = -16; H = 3; I = 1
> CC(C)Cn1c(=O)c2c(nc3n2CCS3)n(C)c1=O
  A = -1.2; B = 4; C = -15; D = -28; E = -3; F = -1; G = 5; H = 1; I = 4
> COc1ccc(/C=N/NC(=O)c2cc(Br)ccc2O)cc1Cn1cc(Cl)cn1
  A = 0.2; B = 1; C = -67; D = -63; E = 4; F = -10; G = 0; H = 24; I = 10
> CCNc1nc(NC(C)(C)C)nc(N2CCCCC2)n1
  A = 1.1; B = -4; C = 25; D = -13&24; E = 2; F = 0; G = -15; H = 2; I = 2&8
> O=[N+]([O-])c1ccc(N2CCOCC2)cc1NC(c1ccccc1)c1ccccc1
  A = -0.2; B = 1; C = 14; D = 21; E = -3; F = 3[fluorescence artefact?]; G = -9; H = -10; I = 4
> CO/N=C/NC(=O)Cc1cn(-c2ncc(C(F)(F)F)cc2Cl)c2ccccc12
  A = 1.3; B = 2; C = 25; D = -12; E = -1[fluorescence artefact?]; F = -3[fluorescence artefact?]; G = -4; H = -8; I = 7
> CCN(CC)c1ccc(/C=N/n2nnnc2N)c(O)c1
  A = 0.7; B = 57*; C = -117; D = 4; E = 0; F = 57; G = -3; H = -19; I = 8
> COc1ccc(NC(=O)CCn2cccc2)cc1
  A = 1.0; B = 1; C = -11; D = -10; E = -14; F = -9; G = 1; H = 23; I = 15
> Cc1ccc(C(=O)c2coc3cc([N+](=O)[O-])c(O)c([N+](=O)[O-])c23)cc1
  A = -0.4; B = 5; C = -7; D = 24; E = 3; F = 18; G = 19; H = -9; I = 7
> CC(C)Cc1cc(C(=O)NCc2cccs2)no1
  A = 1.0; B = -5; C = 14; D = 16; E = -1; F = 2; G = 0; H = 3; I = 10
> Cc1cc(C(F)F)n2nc(C(=O)Nc3cccnc3Cl)nc2n1
  A = -0.2; B = 1; C = -27; D = 10; E = 8[fluorescence artefact?]; F = -10; G = 1; H = -4; I = 2
> Cc1ccc(-n2cc(CN3CCC(O)(c4ccccn4)CC3)c(-c3ccc(F)cc3)n2)cc1
  A = 1.9; B = 18; C = -11; D = -20; E = 2; F = -6; G = 25; H = 10; I = 2
> O=[N+]([O-])c1ccc(N2CCCC2)nc1N1CCCC1
  A = 1.1; B = 4; C = -12; D = 8; E = -7; F = -6; G = 10; H = -15; I = 10
> O=C(CN(C1CCCCC1)S(=O)(=O)c1ccc(Cl)cc1)NCc1ccncc1
  A = -0.5; B = 0; C = 23; D = 21; E = 2; F = -4; G = 0; H = -8; I = 17

Fetched by compound from the entries so far, 2 records:
Field names: A = zVAD death inh; B = Hck Nef HTS; C = m-calpain inh; D = EP2 mod; E = eIF4E-4G inh; F = 14-3-3 Bad inh; G = Rad51 HR inh; H = Tb hexokinase; I = PGE2 EP2 inh
> COc1ccc(OCC(=O)N2CCN(C(=O)COc3ccccc3)CC2)cc1
  A = 0.4; B = 9; C = -2; D = 22; E = 5[fluorescence artefact?]; F = 8[fluorescence artefact?]; G = -4; H = 8; I = 7
> CCCCN1C(=O)C(O)=C(C(C)=O)C1c1ccccc1 (stereo not drawn)
  A = 0.4; B = 1; C = -43; D = 31; E = 12; F = 14; G = -6; H = -28; I = 14

High-throughput results from PubChem BioAssay.

The list is partial; the hit share may differ from the screen's.
